# Source: PubChem BioAssay (Broad Institute)
# MITF TRPM1 HTS: activators of MITF-driven TRPM1 promoter reporter, primary screen, cell-based, SK-MEL-5, luciferase, single point | SK-MEL-5 TRPM1-promoter luciferase, 24 h; % of positive control, neutral wells = 0 | activation, % at 12.5 µM | hit rate 0.75% among 300,000 | AID 588334, 2011;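 active = mean activation of at least 80% with every replicate also reaching 80%; inconclusive = mean reaches 80% but some replicate falls short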;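 also: 0% = neutral control wells and 100% = parthenolide positive control wells; values of inactives mirror those of a sister screen read the other way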
# CAL PDZ FP-1: CAL PDZ peptide-binding inhibitors, primary screen, biochemical, fluorescence polarization, Cer-tagged CAL PDZ, HTS; hit rate 0.02% among 330,000; AID 504414, 2011; Golgi-associated PDZ and coiled-coil motif-containing protein (Homo sapiens), Q9HD26; inhibition, % at 20 µM; purified CAL PDZ, TMR-peptide fluorescence polarization, 1 h;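 active = highest replicate inhibition of at least 40%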;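 also: plate controls were DMSO neutral control wells for no effect and unlabeled competitor peptide control wells for full effect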
#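 Read-out basis: mP drop reported as inhibition | Assay system: Tagged CAL PDZ protein CerCALP, purified | Benchmarks: Unlabelled peptide for full inhibition, DMSO wells as neutral | Schedule: 1 h incubation at room temperature before polarization reading | Buffer or medium: Sodium phosphate/NaCl buffer pH 7.4 with TCEP, IgG, Thesit | Doses: Single point, 20 µM | Measured by: Fluorescence polarization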
# PfHsp90 yeast 2: growth inhibition of PfHsp90-expressing yeast, primary screen, antimalarial PfHsp90 inhibitor project, S. cerevisiae, BacTiter-Glo luminescence, single point, set 2 | BacTiter-Glo ATP, 48 h; yeast lacking PDR1 and PDR3 efflux regulators | inhibition, % at 9.4 µM | hit rate 0.32% among 310,000;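 active = every replicate shows inhibition above about 80%, whatever the replicate mean, limit read from the data; inconclusive = mean inhibition reaches the set limit but some replicate falls short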;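 also: 0% = DMSO neutral controls and 100% = 20 µM radicicol positive controls; yeast relying on Plasmodium falciparum Hsp90 in place of its own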
# PvdQ inh: P. aeruginosa PvdQ acylase inhibitors, primary screen, biochemical, fluorescence, plate reader and imaging, single point | PvdQ acylase [Pseudomonas aeruginosa LESB58] | purified PvdQ acylase | inhibition, % at 10 µM | hit rate 0.063% among 340,000 | AID 488965, 2010; in the data active = inhibition above about 30%, passing the limit was not always enough; inconclusive = no clear call, values can overlap the other calls;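 also: 0% = vehicle neutral wells and 100% = reference inhibitor wells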
# SR-BI uptake up: activators of SR-BI mediated DiI-HDL uptake, primary screen, ldlA[mSR-BI] CHO cells, DiI fluorescence; activation, % at 12.5 µM; AID 504775, 2011; hit rate 0.096% among 320,000; 3 h; 100 = double the neutral-control signal;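 active = mean replicate activation of at least 60% and every replicate at or above 60%; inconclusive = mean or all-replicate condition met, but not both; inactive = mean below 60% and not all replicates reaching 60%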;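 also: 0% = median plate neutral-control signal and 100% = twice that signal; values of inactives mirror those of a sister screen read the other way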
#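 material = CHO ldlA[mSR-BI] cells | medium = Ham's F12 with 0.5% BSA, HEPES 25 mM, pH 7.4 | reagent = fluorescent DiI-HDL, 10 µg/mL final | compound dosing = single-point compound dose | incubation = 3 h, 37 °C | measured by = bottom-read fluorescence, 550/595 nm | measure = HDL uptake via cellular fluorescence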
# CAL PDZ FP-2: untagged CAL PDZ binding inhibitors, primary screen, biochemical, fluorescence polarization, HTS | Golgi-associated PDZ and coiled-coil motif-containing protein (Homo sapiens), Q9HD26 | purified CAL PDZ, TMR-peptide fluorescence polarization, 1 h | inhibition, % at 24.9 µM | hit rate 0.92% among 300,000 | AID 602252, 2012;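 active = mean inhibition of at least 30% with at least half of replicates also reaching 30%; inconclusive = no clear call, values can overlap the other calls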;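 also: 0% = DMSO neutral control and 100% = excess unlabeled competitor peptide PRC23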
# dFosB activator: activators of delta FosB homodimer, primary screen, biochemical, fluorescence polarization, TAMRA-CDK5 oligo, single point. Protein FosB (Mus musculus), P13346. purified delta FosB; percent of positive-control signal above neutral wells. activation, % at 25 µM. hit rate 0.99% among 340,000;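 active = mean activation above about 17%, with every replicate also reaching it, limit read from the data, passing the limit was not always enough; inconclusive = only one of the two conditions met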;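 also: fluorescence polarization rise as delta FosB binds a TAMRA Cdk5 AP-1 oligo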
# SR-BI DiI inh: inhibitors of SR-BI mediated HDL lipid uptake, primary screen, ldlA[mSR-BI] cells, fluorescence, single point; Scavenger receptor class B member 1 (Mus musculus), Q61009; ldlA[mSR-BI] CHO cells, DiI-HDL uptake fluorescence, 3 h; inhibition, % at 12.5 µM; hit rate 0.96% among 320,000; AID 488896, 2010;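 active = mean replicate inhibition of at least 70% and a set share of replicates each scoring 70 or more; inconclusive = meets just one of the two criteria; inactive = fails both criteria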;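 also: 0% = median of neutral control wells and 100% = median of positive control wells; values of inactives mirror those of a sister screen read the other way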
# Target sequence (Q61009 whole entry, looked up): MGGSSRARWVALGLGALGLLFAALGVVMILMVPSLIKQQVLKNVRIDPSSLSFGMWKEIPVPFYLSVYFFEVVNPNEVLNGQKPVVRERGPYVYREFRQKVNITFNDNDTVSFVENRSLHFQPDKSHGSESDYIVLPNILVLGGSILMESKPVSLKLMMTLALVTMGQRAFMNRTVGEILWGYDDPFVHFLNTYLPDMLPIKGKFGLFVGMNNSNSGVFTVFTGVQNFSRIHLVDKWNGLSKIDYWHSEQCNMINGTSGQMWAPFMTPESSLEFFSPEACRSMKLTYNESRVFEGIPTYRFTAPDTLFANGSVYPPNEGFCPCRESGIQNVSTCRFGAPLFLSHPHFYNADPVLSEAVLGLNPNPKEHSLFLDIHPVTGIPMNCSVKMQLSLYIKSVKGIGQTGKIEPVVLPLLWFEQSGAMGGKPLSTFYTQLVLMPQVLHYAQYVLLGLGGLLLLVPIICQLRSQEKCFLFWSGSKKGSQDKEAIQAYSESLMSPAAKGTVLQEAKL
# Rtt109 Vps75: inhibitors of C. albicans Rtt109/Vps75 HAT, primary screen, biochemical, ThioGlo CoA-SH fluorescence, plate reader; Histone acetyltransferase RTT109 (Candida albicans (strain SC5314 / ATCC MYA-2876)), …; hit rate 0.16% among 330,000; purified Rtt109/Vps75, 4 h; inhibition, % at 34.9 µM;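 active = inhibition of at least 50% in every replicate; inconclusive = best replicate reaches 50% inhibition but some replicates fall short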
# Target sequence (Q5AAJ8 whole entry, looked up): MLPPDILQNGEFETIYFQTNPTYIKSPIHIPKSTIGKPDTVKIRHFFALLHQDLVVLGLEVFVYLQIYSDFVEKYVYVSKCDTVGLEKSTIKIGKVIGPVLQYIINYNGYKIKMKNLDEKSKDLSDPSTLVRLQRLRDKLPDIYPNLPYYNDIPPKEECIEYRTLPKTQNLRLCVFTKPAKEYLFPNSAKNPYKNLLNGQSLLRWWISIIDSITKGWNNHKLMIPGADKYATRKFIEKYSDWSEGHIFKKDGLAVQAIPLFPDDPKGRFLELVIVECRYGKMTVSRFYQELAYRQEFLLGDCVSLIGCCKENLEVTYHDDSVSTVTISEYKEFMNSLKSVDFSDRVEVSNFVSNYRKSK
# NSD2 inh: NSD2 histone methyltransferase inhibitors, primary screen, biochemical, AlphaScreen, single concentration, set 2 | Histone-lysine N-methyltransferase NSD2 (Homo sapiens), O96028 | NSD2 peptide methylation, 120 min | inhibition, % at 12.5 µM | hit rate 0.54% among 310,000 | AID 743445, 2014; in the data active = inhibition above about 50%
# * hit, by the source's call; u = inconclusive; x = not tested or not shown.
# Preview:
SMILES,MITF TRPM1 HTS,CAL PDZ FP-1,PfHsp90 yeast 2,PvdQ inh,SR-BI uptake up,CAL PDZ FP-2,dFosB activator,SR-BI DiI inh,Rtt109 Vps75,NSD2 inh
CCNCc1ccc(OCc2ccccc2F)c(OC)c1,24,-3.3,-3,-10,8,-3,-9,-8,-22,26
CCCS(=O)(=O)N1CCN=C1SCc1cccnc1,-3,-1.8,-1,5,28,2,-4,-28,x,-1
CC(C)(CNC(=O)CNC(=O)c1ccc(Cl)cc1Cl)N1CCOCC1,5,-0.6,-27,-25,-2,-2,-12,2,-1,-1
O=C(COC(=O)c1cc2ccccc2cc1O)c1ccccc1,42,-1.3,2,-10,x,x,2,-25,0,-2
COC(=O)c1ccc(NC(=O)Nc2ccc(C)cc2)cc1,25,-1.9,7,-14,-11,-1,2,11,-3,-3
COC(C(=O)N/N=C(\C)CC(=O)Nc1ccc(Cl)cc1C)c1ccccc1 (stereo unspecified),-5,7.3,34,-16,0,-6,-9,0,0,-1
C/C(=N\NC(=O)C(N)=O)c1ccc(OC(F)F)cc1,5,-2.6,27,-12,19,-3,-8,-19,-4,-2
Cc1cc(C)cc(NC(=O)Cn2nnc(C(=O)NCc3ccc4c(c3)OCO4)c2N)c1,-5,-0.8,-22,-8,-14,x,77*,14,-3,9

# Results, from the start:
SMILES,MITF TRPM1 HTS,CAL PDZ FP-1,PfHsp90 yeast 2,PvdQ inh,SR-BI uptake up,CAL PDZ FP-2,dFosB activator,SR-BI DiI inh,Rtt109 Vps75,NSD2 inh
CCNCc1ccc(OCc2ccccc2F)c(OC)c1,24,-3.3,-3,-10,8,-3,-9,-8,-22,26
CCCS(=O)(=O)N1CCN=C1SCc1cccnc1,-3,-1.8,-1,5,28,2,-4,-28,x,-1
CC(C)(CNC(=O)CNC(=O)c1ccc(Cl)cc1Cl)N1CCOCC1,5,-0.6,-27,-25,-2,-2,-12,2,-1,-1
O=C(COC(=O)c1cc2ccccc2cc1O)c1ccccc1,42,-1.3,2,-10,x,x,2,-25,0,-2
COC(=O)c1ccc(NC(=O)Nc2ccc(C)cc2)cc1,25,-1.9,7,-14,-11,-1,2,11,-3,-3
COC(C(=O)N/N=C(\C)CC(=O)Nc1ccc(Cl)cc1C)c1ccccc1 (stereo unspecified),-5,7.3,34,-16,0,-6,-9,0,0,-1
C/C(=N\NC(=O)C(N)=O)c1ccc(OC(F)F)cc1,5,-2.6,27,-12,19,-3,-8,-19,-4,-2
Cc1cc(C)cc(NC(=O)Cn2nnc(C(=O)NCc3ccc4c(c3)OCO4)c2N)c1,-5,-0.8,-22,-8,-14,x,77*,14,-3,9
CCOc1ccc(S(=O)(=O)Nc2ccc(S(=O)(=O)N3CCCCC3)cc2)cc1,x,-0.1,-143,-7,14,-2,-1,-14,12,-1
CN(Cc1cc2ccccc2[nH]c1=O)C(=O)c1cccs1,5,0.1,15,-4,1,-1,1,-1,0,-1
CCOC(=O)C(NC(C)=O)(Nc1ccc(S(=O)(=O)Nc2onc(C)c2C)cc1)C(F)(F)F (stereo unspecified),x,-2.4,-3,-12,15,0,6,-15,-13,-6
CCc1ccc(-c2nc(CN3CCC(C(=O)NCc4ccccc4OC)CC3)c(C)o2)cc1,-3,-2.6,x,-5,-71,-4,-12,u,-5,3
CN1CCN(c2ccc(S(=O)(=O)N3CCCCC3)cc2NC(=O)Cc2c(F)cccc2Cl)CC1,6,-1.8,5,-11,11,-4,-17,-11,4,7
Cc1csc(NC(=O)CSc2nc3[nH]c(=O)cc(O)c3s2)n1,-87,0.8,13,-6,-48,x,-2,48,-6,-9
c1ccc(CN2CN=C(Nc3nc4ccccc4s3)NC2)cc1,4,0.4,-9,8,-16,x,11,16,-2,1
CC12CCC3C(=CCc4cc(O)ccc43)C1CC(=NO)C2O (stereo unspecified),-4,-0.8,-14,-14,-12,1,2,12,-2,2
O=C(COc1ccc(Cl)cc1)NC1CCSC1=O (stereo unspecified),21,-0.4,-6,0,10,-2,2,-10,2,0
CC(Oc1ccc(F)cc1)C(=O)Nc1cc(S(=O)(=O)N2CCCCC2)ccc1N1CCOCC1 (stereo unspecified),6,-3.7,x,3,-21,-2,-16,21,14,-1
CN(CC(=O)Nc1ccccc1Cl)C(=O)COC(=O)/C=C/c1cccc(C(F)(F)F)c1,5,-1.9,27,-2,4,-2,-8,-4,3,2
CC(C)(C)C(=O)Nc1nnc(Cc2ccccc2)s1,0,-1.5,x,6,-6,-2,-15,6,10,0
CC1CCCN(C(=O)COC(=O)c2cccc(NS(=O)(=O)c3ccccc3)c2)C1 (stereo unspecified),1,-0.5,-1,-12,-13,x,-11,13,2,1
Cc1cccc(C(=O)Nc2cccc(S(=O)(=O)NCc3ccco3)c2)c1,2,-3.4,13,-25,-8,0,-7,8,0,-4
CN(Cc1c(C(=O)N/N=C/c2ccc(O)cc2)nnn1-c1nonc1N)c1ccccc1,6,-1.8,17,5,16,-2,14,-16,16,-3
N#C/C(=C(/O)c1ccc(Cl)cc1)c1nc2ccccc2[nH]1,9,-0.3,2,-10,-20,0,9,20,3,-5
Cc1ccc(C)n1-c1ncn[nH]1,x,x,x,-22,13,-2,4,-13,-21,0
COC(=O)c1ccc(OC(=O)CCc2cc(OC)c(OC)c(OC)c2)cc1,-9,-0.5,31,-12,14,1,1,-14,-3,3
CCN(CC)S(=O)(=O)c1cccc(C(=O)NC(C(=O)Nc2nnc(C3CC3)s2)C(C)C)c1 (stereo unspecified),-6,-0.3,-4,5,13,1,-7,-13,-3,5
CC(C)CCNC(=O)C(=O)Nc1cc2c3c(c1)CCC(=O)N3CCC2,-8,0.4,11,-8,-11,4,-2,11,-5,12
COc1ccc(NC(=O)CCCN2C(=O)CCC2=O)cc1Cl,10,-1.0,-43,1,-10,-2,5,10,-5,-3
COCCCNC(=O)/C=C1\Sc2ccccc2N(Cc2ccccc2F)C1=O,51,-2.2,-19,-9,-33,-2,-5,33,-3,-2
Cc1sc2ncnc(N3CCC(C(=O)Nc4cc(S(C)(=O)=O)ccc4Cl)CC3)c2c1C,-1,-4.9,x,-18,-59,-4,2,59,2,-6
O=C(Cn1cnc2cc([N+](=O)[O-])ccc2c1=O)Nc1ccc(Br)cc1,3,-1.3,-3,5,23,1,3,-23,4,-1
Cn1c(SCC(=O)O)nc2ccccc2c1=O,-2,-1.2,-2,-9,10,-1,0,-10,x,x
CN1CCN(c2nc3ccccc3nc2NS(=O)(=O)c2ccc(Br)cc2)CC1,7,-0.2,-9,1,-12,-4,-3,12,11,3
O=C1CC2(CCCCCC2)Oc2ccc(Cl)cc21,9,0.1,7,-12,6,-2,0,-6,8,x
Cc1ccc(N(CC(=O)Nc2ccc(S(=O)(=O)N3CCOCC3)cc2)S(C)(=O)=O)cc1C,x,-3.1,x,-6,22,-4,-12,-22,12,0
CCOC(=O)c1cc(C(=O)OCC)c(=O)[nH]c1C,0,-0.1,-19,-2,1,1,1,-1,6,-2
O=C(Nc1ccc(C(=O)N2CCCC2)cc1)c1ccc(F)cc1Cl,5,-2.9,-5,-7,0,-4,-8,0,-4,-3
COc1ccc(S(=O)(=O)Oc2c(OC)cc(C(=S)N3CCOCC3)cc2OC)cc1,-4,-16,-5,-10,3,-2,-11,-3,11,2
NC(=O)N/N=C/c1c(F)cccc1F,9,-3.1,4,4,15,-1,-3,-15,8,0

# Retrieved by compound from the list above:
SMILES,MITF TRPM1 HTS,CAL PDZ FP-1,PfHsp90 yeast 2,PvdQ inh,SR-BI uptake up,CAL PDZ FP-2,dFosB activator,SR-BI DiI inh,Rtt109 Vps75,NSD2 inh
COC(=O)c1ccc(OC(=O)CCc2cc(OC)c(OC)c(OC)c2)cc1,-9,-0.5,31,-12,14,1,1,-14,-3,3
Cn1c(SCC(=O)O)nc2ccccc2c1=O,-2,-1.2,-2,-9,10,-1,0,-10,x,x

# More structures follow.
SMILES,MITF TRPM1 HTS,CAL PDZ FP-1,PfHsp90 yeast 2,PvdQ inh,SR-BI uptake up,CAL PDZ FP-2,dFosB activator,SR-BI DiI inh,Rtt109 Vps75,NSD2 inh
CC(C(=O)Nc1ccc(S(=O)(=O)N2CCOCC2)cc1)N1C(=O)C2CC=CCC2C1=O (stereo unspecified),6,-3.1,-8,0,12,0,-7,-12,-10,-1
COCCCNc1nc2nonc2nc1N1C[C@H]2CC[C@H]1C2,-2,0.6,1,-10,-2,1,-2,2,7,-1
O=C(CSc1nc2c([nH]c3ccccc32)c(=O)n1-c1ccccc1)NCC1CCCO1 (stereo unspecified),-10,-0.6,3,-4,-7,-7,-1,7,1,-1
COc1ccc(CC(=O)Nc2cc(S(=O)(=O)N3CCCC3)ccc2Cl)c(OC)c1,-16,-1.9,4,1,-26,-2,-13,26,6,0
COC(=O)c1c(NS(=O)(=O)Cc2ccccc2)sc2c1CCCC2,-9,-2.4,-3,-6,-7,-4,0,7,-1,1
c1ccc(-c2nccnc2-c2ccccc2)cc1,-4,0.0,-15,-11,-4,-1,-5,4,-16,-5
CN1C[C@@H]2[C@@H]3C(=O)N(Cc4ccccc4)C(=O)[C@@H]3[C@](Cc3ccccc3)(C1=O)N2C(=O)c1ccc(F)cc1,-21,-0.9,-5,-16,7,-2,-6,-7,4,x
O=C(NCCN1CCOCC1)c1cc(-c2ccco2)on1,10,-2.7,1,1,19,x,-5,-19,6,0
CN(C)CCNC(=O)c1c(O)c2c([nH]c1=O)CCCC2,-9,-3.1,-6,3,5,-2,7,-5,-6,0
